Screening results from PubChem BioAssay.
L3MBTL1 block: qHTS Assay for the Inhibitors of L3MBTL1; Lethal(3)malignant brain tumor-like protein 1 (Homo sapiens), Q9Y468; AlphaScreen L3MBTL1–H3K9me1 peptide binding; Potency, µM (series often up to 57.1 µM), inactives show at the highest dose activity, negative = inhibition, most hits filed as inhibitors; actives 0.66% (n = 230,000); AID 485360, 2010; active = well fitted inhibition curve with a large enough effect; also: nearly all actives have a fitted effect of over 60% in size
Target sequence (Q9Y468 whole entry, looked up): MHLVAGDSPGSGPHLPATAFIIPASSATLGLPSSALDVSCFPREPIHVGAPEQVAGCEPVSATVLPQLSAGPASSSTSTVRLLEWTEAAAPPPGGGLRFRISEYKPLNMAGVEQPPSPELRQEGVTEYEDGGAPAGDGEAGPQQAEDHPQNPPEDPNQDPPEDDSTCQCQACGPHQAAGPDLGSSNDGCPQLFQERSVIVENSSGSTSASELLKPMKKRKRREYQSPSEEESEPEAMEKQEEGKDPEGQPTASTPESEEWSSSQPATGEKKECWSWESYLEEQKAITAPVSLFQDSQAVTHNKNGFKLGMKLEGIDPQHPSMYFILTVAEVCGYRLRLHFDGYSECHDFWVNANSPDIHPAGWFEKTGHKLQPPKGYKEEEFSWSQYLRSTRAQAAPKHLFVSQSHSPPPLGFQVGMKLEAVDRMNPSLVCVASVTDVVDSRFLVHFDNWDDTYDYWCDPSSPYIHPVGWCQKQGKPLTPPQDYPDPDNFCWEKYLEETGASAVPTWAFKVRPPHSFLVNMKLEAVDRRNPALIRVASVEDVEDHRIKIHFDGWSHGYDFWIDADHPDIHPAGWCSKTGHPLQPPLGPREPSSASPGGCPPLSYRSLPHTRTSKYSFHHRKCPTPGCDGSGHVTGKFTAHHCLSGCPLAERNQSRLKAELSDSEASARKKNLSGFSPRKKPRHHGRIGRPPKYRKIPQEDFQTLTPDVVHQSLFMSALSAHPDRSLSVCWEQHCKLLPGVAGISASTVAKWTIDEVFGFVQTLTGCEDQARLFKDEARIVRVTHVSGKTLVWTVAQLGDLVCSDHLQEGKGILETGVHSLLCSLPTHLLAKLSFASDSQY
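AlphaScreen proximity signal between nickel-chelate acceptor and streptavidin donor beads (final 10 ug/mL) reports binding of 50 nM L3MBTL1 to 75 nM biotin-H3 K9me1 peptide; complex incubated with compounds 30 min at room temperature; cefsulodin titration as control.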
* hit, by the source's call; [ ] = dose if it differs, or a comment. % is scaled to controls: 0 for no effect and ±100 for the full control effect; potency is read from the fitted curve at half-maximal effect. Some of the compounds tested; rates above refer to the full screens.

CC1CCN(S(=O)(=O)c2cc3c4c(c2)CCN4C(=O)CC3)CC1 was read as L3MBTL1 block -19%.
`Cc1ccc(C)c(-c2csc(NC(=O)C3=COCCO3)n2)c1` gave L3MBTL1 block -10%.
Screening Cc1cccc(NC(=O)CSc2nc3ccccc3c(=O)n2CC2CCCO2)c1 (stereo not drawn) returned L3MBTL1 block 3%.
`Cc1ccc(C(=O)NCC(=O)Nc2ccc(Cl)cc2)s1` gave L3MBTL1 block 0%.
CCOC(=O)c1sc(NC(=O)c2c(CC)noc2C)nc1C was read as L3MBTL1 block 6%.
For CCOCCCNc1c(CC)c(C)c(C#N)c2nc3ccccc3n12 the results were L3MBTL1 block 15%.
For COc1ccc(CNc2ncc(-c3ccc(Cl)cc3)n2C)c(OC)c1OC the results were L3MBTL1 block -7%.
For O=C(COC(=O)c1cc(=O)[nH]c2ccccc12)NCCc1ccccc1 the results were L3MBTL1 block 3%.
For COc1cccc(CCNC(=O)COc2cccc3c2OC(C)(C)C3)c1 the results were L3MBTL1 block 0%.
Screening COc1ccc(CCN2CC(C(=O)Nc3nccs3)CC2=O)cc1OC (stereo not drawn) returned L3MBTL1 block 4%.
For O=C(COc1ccccc1Cl)N1CCN(c2ccccn2)CC1 the results were L3MBTL1 block 4%.
Screening CCOC(=O)C1=C(COC(=O)C2CC(=O)N(c3ccc(CC)cc3)C2)NC(=O)NC1C (stereo not drawn) returned L3MBTL1 block -2%.

Compounds listed so far containing a Cl atom (three):
`Cc1ccc(C(=O)NCC(=O)Nc2ccc(Cl)cc2)s1` gave L3MBTL1 block 0%.
For COc1ccc(CNc2ncc(-c3ccc(Cl)cc3)n2C)c(OC)c1OC the results were L3MBTL1 block -7%.
For O=C(COc1ccccc1Cl)N1CCN(c2ccccn2)CC1 the results were L3MBTL1 block 4%.

(list continues)
COc1cc(C(C)=O)ccc1OCC(O)CN1CCN(c2c(C)cccc2C)CC1 (stereo not drawn) was read as L3MBTL1 block -2%.
CN(Cc1nc2ccccc2c(=O)[nH]1)C(=O)c1ccc(NC(=O)CSc2nnnn2C)cc1 was read as L3MBTL1 block 5%.
`O=C(NC(Cc1ccc(O)cc1)C(=O)O)c1ccc2c(c1)OCO2` (stereo not drawn) gave L3MBTL1 block 4%.
COc1ccccc1N(CC(=O)N1CCCC1)S(=O)(=O)c1cc([N+](=O)[O-])ccc1Cl was read as L3MBTL1 block -1%.
Screening CCOC(=O)Cc1csc(NC(=O)c2cc(-c3ccncc3)nc3ccccc23)n1 returned L3MBTL1 block -19%.
Nc1cc(N)nc(SCC(=O)NCc2ccc3c(c2)OCO3)n1 was read as L3MBTL1 block 5%.
Screening COc1ccc(C2C3=C(CC(C)(C)CC3=O)N(C)C3=C2C(=O)CC(C)(C)C3)cc1OC returned L3MBTL1 block -9%.
For CC(C)C(NC(=O)c1cccc(S(=O)(=O)N2CCOCC2)c1)C(=O)NCc1ccc(Cl)cc1 (stereo not drawn) the results were L3MBTL1 block 0%.
For O=C(CSc1nnc(-c2ccccc2F)n1C1CCCCC1)Nc1cc(C(=O)O)ccc1Cl the results were L3MBTL1 block -1%.
For COc1ccccc1OCCC(=O)Nc1ccc2c(c1)OCO2 the results were L3MBTL1 block -3%.
Cc1ccc(C)c(C(C)NC(=O)C2CCCC2)c1 (stereo not drawn) was read as L3MBTL1 block 5%.
`O=C(NCCS(=O)(=O)N1CCN(c2cccc(Cl)c2)CC1)C1CC1` gave L3MBTL1 block -1%.
`O=C(CNC(=O)c1cccc(N2C(=O)c3ccccc3C2=O)c1)Nc1ccc(F)c(F)c1` gave L3MBTL1 block 4%.
For CC1(c2ccc3ccccc3c2)NC(=O)N(CC(=O)N2CCC(C(N)=O)CC2)C1=O (stereo not drawn) the results were L3MBTL1 block 7%.
Cc1ccc(N2CCN(C(=O)NC3CCCCC3)CC2)c(C)c1 was read as L3MBTL1 block 3%.
For COc1ccc(S(=O)(=O)N2CCN(CCOc3ccc(Br)cc3)CC2)cc1OC the results were L3MBTL1 block -18%.
For Cc1nc(SCC(=O)NC2CCS(=O)(=O)C2)c2c3c(sc2n1)CCCC3 (stereo not drawn) the results were L3MBTL1 block 8%.
`CC(C)CN1CCN(CCCc2ccccc2)C(CCO)C1` (stereo not drawn) gave L3MBTL1 block 2%.
`O=C(Nc1ccncc1)c1ccc(N2CCCC2=O)cc1` gave L3MBTL1 block 1%.
`Cc1cccc(OC(C)C(=O)OCC(=O)Nc2sccc2C(N)=O)c1` (stereo not drawn) gave L3MBTL1 block -2%.
For CCOC(=O)[C@@H]1[C@H]2COc3cc(OC)ccc3[C@@H]2N2C(=O)N(c3ccc(C(F)(F)F)cc3)C(=O)[C@]12C the results were L3MBTL1 block 0%.
Screening COc1ccccc1CNC(=O)COC(=O)c1ncc(Cl)c(Cl)c1Cl returned L3MBTL1 block 3%.
C=CCn1c(SCC(=O)NCCc2ccccc2)nnc1C1CC1 was read as L3MBTL1 block 39%[activator].
`Cc1cccc(C(=O)Oc2cccc3c(O)cccc23)c1` gave L3MBTL1 block -6%.
For Cc1cc(NC(=O)CSC2=NS(=O)(=O)c3ccccc3N2)no1 the results were L3MBTL1 block 7%.
COC(=O)c1ccc(OCC(O)CN2CCOCC2)cc1 (stereo not drawn) was read as L3MBTL1 block 1%.
For Cc1cc(NC(=O)CN2C(=O)NC(C)(c3ccccc3Cl)C2=O)no1 (stereo not drawn) the results were L3MBTL1 block 7%.
For COc1ccc(-c2cc(-c3ccccc3)nc(Cl)n2)cc1OC the results were L3MBTL1 block 43%[activator].
`CC1CCN(C(=O)COC(=O)c2ccc3c(c2)OCCO3)CC1` gave L3MBTL1 block 4%.
For COc1cccc([C@@H]2CC=C(C(=O)O)[C@H](c3cccc(Cl)c3)N2S(=O)(=O)c2ccc(C)cc2)c1 the results were L3MBTL1 block 0%.
Screening CN1CCN(C(=O)c2cc3ccccc3[nH]2)CC1 returned L3MBTL1 block -1%[2.29 µM].
`Cc1ccc(N2C(=O)N(CC(=O)Nc3ccc(C)cc3[N+](=O)[O-])C(=O)C2C)cc1` (stereo not drawn) gave L3MBTL1 block -17%.
`O=c1cc(CN2CCN(Cc3ccc(F)cc3)C(CCO)C2)[nH]c2ccccc12` (stereo not drawn) gave L3MBTL1 block 3%.
Screening Cn1cccc1C1CCCN1CC(=O)Nc1ccc(C(N)=O)cc1 (stereo not drawn) returned L3MBTL1 block -1%.
Screening CC[C@H](C)Cc1cn([C@@H](CCCCNC(=O)OC(C)(C)C)C(=O)NCCCCCCCCCCC(=O)N2CCN(C(=O)OC(C)(C)C)CC2)nn1 returned L3MBTL1 block -1%.
`COc1ccccc1CNC(=O)Cc1csc(NC(=O)Nc2ccccc2OC)n1` gave L3MBTL1 block -6%.
Nc1nnc(SCC(=O)NC2CCCCCC2)s1 was read as L3MBTL1 block 5%.
COC(=O)COc1ccc(/C=N/NS(=O)(=O)c2ccccc2)cc1 was read as L3MBTL1 block 8%[2.29 µM].
`COc1ccccc1CC(=O)N1CCN(S(=O)(=O)c2ccccc2F)CC1` gave L3MBTL1 block 7%.
`O=C(OCc1ccc([N+](=O)[O-])cc1)c1cc([N+](=O)[O-])ccc1N1CCOCC1` gave L3MBTL1 block -2%.
`CC(=O)N/N=C(/c1ccccc1)C(O)c1ccccc1` (stereo not drawn) gave L3MBTL1 block 5%.
`CC(C)[C@H]1COCCS(=O)(=O)N1Cc1ccccc1-c1ccc(F)cc1` gave L3MBTL1 block -3%.
Screening CC(=O)N[C@H]1C(O)O[C@H](CO)[C@@H](O)[C@@H]1O (stereo partly drawn) returned L3MBTL1 block 1%.
For COc1ccc2c(ccc[n+]2CC(=O)c2ccc(C)cc2)c1 the results were L3MBTL1 block 5%.
CN(CC(=O)Nc1ccc(Cl)cc1)C(=O)c1cc(-c2cccs2)nn1-c1ccccc1 was read as L3MBTL1 block -12%.
For Cc1cccc(N2CCN(Cc3ccc(Br)o3)CC2)c1C the results were L3MBTL1 block 12%.
For Cc1cccc(Nc2ncnc3onc(-c4ccc(F)cc4)c23)c1C the results were L3MBTL1 block 4%.
`COCC(=O)N(C)C[C@H]1N[C@@](Cc2ccccc2)(C(=O)OC)[C@H]2C(=O)N(C)C(=O)[C@@H]12` gave L3MBTL1 block -3%.
Screening O=C(c1cc2ccccc2o1)N1CCOCC1 returned L3MBTL1 block 1%.
`O=C(Nc1ccccc1)Nc1nnc(Cc2ccc(F)cc2)s1` gave L3MBTL1 block 16%.
N#CC(=Cc1ccc(O)cc1)C(N)=C(C#N)C#N was read as L3MBTL1 block 1%.
For O=C(CCNC(=O)c1ccc(Br)cc1)NNC(=O)c1ccccc1O the results were L3MBTL1 block 12%.
CCCCn1c(N)c(N(CCOC)C(=O)c2cccc(S(=O)(=O)N(C)c3ccccc3)c2)c(=O)[nH]c1=O was read as L3MBTL1 block -2%.
CCC(CO)Oc1cc(NCc2ccc(C(=O)O)cc2)c2ncn(C(C)C)c2c1 (stereo not drawn) was read as L3MBTL1 block 2%.
For NC(=O)c1ccc(NC(=O)CCCN2C(=O)NC3(CCCC3)C2=O)cc1 the results were L3MBTL1 block -6%.
Screening Cc1cnc(C(=O)OCC(=O)Nc2cccc(C)c2C)cn1 returned L3MBTL1 block -3%.
For N#Cc1ccc(S(=O)(=O)N2CCN(C(=O)C3CC(=O)N(c4ccc5c(c4)OCCO5)C3)CC2)cc1 (stereo not drawn) the results were L3MBTL1 block -5%.
Screening CC(C)(O)C#Cc1ccc(CNC[C@H]2O[C@@H](n3cnc4c(N)ncnc43)[C@H](O)[C@@H]2O)s1 returned L3MBTL1 block 1%.
For COc1cc(OC)c(C(=S)N2CCCC2)cc1OC the results were L3MBTL1 block 0%[2.29 µM].
Screening CC1CN(C(=O)CCC(=O)NCCCc2ccccc2)c2ccccc2O1 (stereo not drawn) returned L3MBTL1 block 3%.
Screening COc1ccc(CNCc2ccc3ccccc3c2)c(OC)c1 returned L3MBTL1 block 1%.
Cc1ccc2c(c1)N(C(=O)CCC(=O)NCC(C)c1ccccc1)CC(C)O2 (stereo not drawn) was read as L3MBTL1 block -5%.
For CN(C(=O)COC(=O)c1cccc(S(=O)(=O)N(C)c2ccccc2)c1)C1CCCCC1 the results were L3MBTL1 block 5%.
COc1cc(C(=O)Oc2c(OC)cc(C(=S)N3CCOCC3)cc2OC)cc(OC)c1OC was read as L3MBTL1 block -4%.
`N#CC1(N2CCN(C(=O)c3ccccc3)CC2)CCCCC1` gave L3MBTL1 block 4%.
`O=C(OCC1OC(Oc2ccc(O)cc2)C(O)C(O)C1O)c1ccccc1` (stereo not drawn) gave L3MBTL1 block -3%.
Screening Cc1ccc(C(=O)N2CCN(S(=O)(=O)c3sc(C(=O)O)c(C)c3C(=O)O)CC2)s1 returned L3MBTL1 block -2%.
For CC(C)CC(CCc1ccccc1)OS(N)(=O)=O (stereo not drawn) the results were L3MBTL1 block 9%.
COc1cc(NC(=O)c2ccc(OCc3c(C)noc3C)c(OC)c2)cc(OC)c1 was read as L3MBTL1 block -3%.
For Cc1ccc(C(=O)C(C)OC(=O)C2CCN(c3ccc(C(F)(F)F)cn3)CC2)cc1 (stereo not drawn) the results were L3MBTL1 block 32%[activator].
O=C(Nc1cccc(S(=O)(=O)N2CCCC2)c1)c1ccco1 was read as L3MBTL1 block 0%.
`COc1ccc(CNC(=O)C[C@H]2C(=O)N(Cc3ccccc3)C[C@@H]2Cc2ccccc2)cc1` gave L3MBTL1 block -7%.

Fetched by structure from above:
For CC(C)CC(CCc1ccccc1)OS(N)(=O)=O (stereo not drawn) the results were L3MBTL1 block 9%.
For CN(C(=O)COC(=O)c1cccc(S(=O)(=O)N(C)c2ccccc2)c1)C1CCCCC1 the results were L3MBTL1 block 5%.
`COc1ccc(CNC(=O)C[C@H]2C(=O)N(Cc3ccccc3)C[C@@H]2Cc2ccccc2)cc1` gave L3MBTL1 block -7%.

Structures shown so far containing bromine:
For COc1ccc(S(=O)(=O)N2CCN(CCOc3ccc(Br)cc3)CC2)cc1OC the results were L3MBTL1 block -18%.
For Cc1cccc(N2CCN(Cc3ccc(Br)o3)CC2)c1C the results were L3MBTL1 block 12%.
For O=C(CCNC(=O)c1ccc(Br)cc1)NNC(=O)c1ccccc1O the results were L3MBTL1 block 12%.

Next results
O=C(NCc1cccs1)c1cc(S(=O)(=O)N2CCOCC2)ccc1N1CCCC1 was read as L3MBTL1 block 3%.
CC(=O)N1CCc2c(sc(NC(=O)CS(=O)(=O)c3ccc(F)cc3)c2C#N)C1 was read as L3MBTL1 block 4%.
For COCCCn1c(SCC(=O)NC2CCS(=O)(=O)C2)nnc1-c1ccc(Cl)cc1 (stereo not drawn) the results were L3MBTL1 block -1%.
`COc1ccc(S(=O)(=O)N(C)C[C@H]2Oc3ccc(NS(=O)(=O)c4c(C)noc4C)cc3C(=O)N([C@H](C)CO)C[C@@H]2C)cc1` gave L3MBTL1 block 13%.
N#Cc1ccc(OCC(=O)Nc2nc(-c3ccncc3)cs2)cc1 was read as L3MBTL1 block 1%.
`CC(C)CNC(=O)c1ccc2c(c1)C(=O)N(C1CCCCC1)C2=O` gave L3MBTL1 block 1%.
Screening O=C(Cc1ccc(F)cc1)Nc1ccc(Cl)cn1 returned L3MBTL1 block 10%.
`N#Cc1ccccc1NC(=O)COC(=O)c1cccs1` gave L3MBTL1 block 3%.
Screening CCCN1C2CCCC1CC(NC(=O)c1cccc(OC)c1)C2 (stereo not drawn) returned L3MBTL1 block -2%.
COC(=O)C1=CN(Cc2ccccc2)C=C(C(=O)OC)C1c1ccc(O)c(OC)c1 was read as L3MBTL1 block 3%.
